# Cneo AK release = Cryptococcus neoformans cell lysis inducers, primary screen, AK release luminescence, single concentration. lysis activity, % at 15 µM. C. neoformans lysis, adenylate kinase release luminescence, 4 h; normalised: neutral wells 0, clomiphene wells 100. 360,000 tested, 0.2% active. AID 651654, 2012;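 active = mean lysis activity across replicates of at least 80%, whatever share of replicates individually reach that level; inactive = mean lysis activity below 80%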
#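 Assay system: Cryptococcus neoformans yeast cells / Dosing: single-point compound dose / Timing: 4 h at 37 °C static, read 1 h later / Measured by: luminescence of released adenylate kinase using an AK detection reagent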
# GSIS activator = GLuc luminescence reporter in INS-1E cells, primary screen for activators of glucose-dependent secretion of insulin. INS-1E GLuc reporter insulin secretion, 2-3 h. activation, % at 16.6 µM. 370,000 tested, 0.61% active;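 active = lowest replicate activation of at least 40%, so every replicate reaches that level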;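 also: 0% = median of neutral control wells and 100% = median of IBMX positive control wells; some compounds called inactive have numbers as strong as hits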
# FN deposition inh = inhibitors of fibronectin matrix deposition, primary screen, AH1F cells, Alexa488-fibronectin fluorescence, plate reader. AH1F fibroblasts, overnight. inhibition, % at 12.6 µM. 350,000 tested, 0.086% active;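 active = mean inhibition across replicates of 30% or more, regardless of how many single replicates reach that level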;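 also: positive control wells lacked labelled fibronectin entirely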
#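 Material: AH1F fibroblasts assembling fluorescent fibronectin matrix; amount: 10000 AH1F cells/well; medium: DMEM, 2% serum; reagent: Alexa488-fibronectin, 24 nM final in well; dosing: single compound dose, delivered by pin transfer; incubation: 1 h adhesion, overnight exposure; detection: fluorescence after three HBSS washes, excitation 485 nm, emission 525 nm; measure: fibronectin deposition inhibition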
# miR122 inh = miR-122 Renilla sensor signal increase in Huh7, primary screen, miR-122 inhibitor project, cell-based, single point, plate reader; activation (reporter increase), % at 12.5 µM; Huh7 miR-122 Renilla luciferase sensor, 48 h; neutral wells = 0, positive control = 100; 340,000 tested, 0.3% active;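 active = mean replicate activation score at least 90 and every replicate individually at or above 90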;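 also: higher luciferase means less miR-122 activity so hits act as miR-122 inhibitors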
# C2C12 statin = suppressors of statin myotoxicity in C2C12 myotubes, primary screen, cell-based, single point, plate reader. rescue of ATP level, % at 7.49 µM. C2C12 myotubes + simvastatin, ATP luminescence, 48 h; scaled: DMSO 0, geranylgeraniol control 100. AID 602340, 2012. 330,000 tested, 0.78% active;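 active = mean ATP rescue above about 67%, or every replicate alone reaching that limit, limit read from the data, passing the limit was not always enough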;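 also: myotubes were challenged with 10 µM simvastatin during compound exposure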
# F508del corr = F508del CFTR correction, initial screen, CFBE line, single point | activity (quench increase), % at 7.58 µM | CFBE cells, YFP halide quenching; stimulated with forskolin plus potentiator P3; % fluorescence drop versus neutral controls | 350,000 tested, 0.36% active;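 active = mean added fluorescence quench of at least 8% versus neutral control, with both replicates also reaching 8%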;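 also: cells transiently co-express mutant CFTR-F508del with the halide-sensitive YFP; corrector assay measuring rescue of mutant channel to the surface after 24 h compound exposure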
# PGC1a acetyl inh = inhibitors of PGC1a acetylation signal, primary screen, cell-based, U2OS, AlphaScreen, inhibitor mode; AlphaScreen anti-acetyl-lysine; with virally co-expressed GCN5 acetyltransferase; inhibition, % at 15.6 µM; 350,000 tested, 0.17% active; AID 651687, 2012;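 active = every replicate shows inhibition of at least 40%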;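 also: 0% = neutral control wells and 100% = positive control wells; some results beyond the cut were filed as inactive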
# PglD inh = C. jejuni PglD acetyltransferase inhibitors, primary screen, biochemical, DTNB colorimetric, single point | purified PglD enzyme, DTNB colorimetric CoA detection | inhibition, % at 12.5 µM | 360,000 tested, 0.098% active | AID 602405, 2012; in the data active = inhibition above about 16%, passing the limit was not always enough; also: strong numbers were not always called active
# Starred values were filed as active, the others as inactive; . = not tested or not shown; & = joins results of further samples; [ ] = remark or other dose.
1: COc1ccc(OCCCC(=O)OC(C)C(=O)Nc2cccc(C(C)=O)c2)cc1 (stereo not drawn)
2: CCOC(=O)[C@H](O)[C@@H](O)c1cccc([C@H](O)[C@@H](O)C(=O)OCC)c1
3: CCCC#Cc1ccc2c(c1)O[C@H](CN(C)C(=O)c1cnccn1)[C@H](C)CN([C@@H](C)CO)S2(=O)=O
4: CC1(C)Oc2ccc(C(=O)NC3CCCC3)cc2N(CC(=O)NC2CCCC2)C1=O
5: CC(C)CCN1CCN(Cc2cccc(-n3cccn3)c2)CC1CCO (stereo not drawn)
6: CCOC(=O)C1=C(C)N=C2SC(CC)C(=O)N2C1c1cccc(F)c1 (stereo not drawn)
7: NCCCC[C@@H]1NC(=O)c2cc([N+](=O)[O-])cc(I)c2SC[C@@H](C(=O)NCC(N)=O)NC(=O)CNC1=O
8: CNC(=O)CC1C(=O)N(c2ccc(Cl)cc2)C(=S)N1NC(=O)c1cccc(F)c1 (stereo not drawn)
Assay by compound	1	2	3	4	5	6	7	8
Cneo AK release	-1	2	-3	-10	1	-1	-1	-1
GSIS activator	-5	-7	14	.	.	.	.	-10
FN deposition inh	-5	-5	-3	0	16	.	.	11
miR122 inh	.	5	-10[16.7 µM]	-8	5	-4	-7	-10
C2C12 statin	.	7	0	-3	0	7	-6	17
F508del corr	-1.2	0.6	1.7	.	-3.0	.	.	-5.9
PGC1a acetyl inh	-9	0	-11	.	5	-2	1	8
PglD inh	-1	-1	-2	7	8	-3	-2	4

# Given as tab-separated lines: part of the list above.
no.	structure	Cneo AK release	GSIS activator	FN deposition inh	miR122 inh	C2C12 statin	F508del corr	PGC1a acetyl inh	PglD inh
4	CC1(C)Oc2ccc(C(=O)NC3CCCC3)cc2N(CC(=O)NC2CCCC2)C1=O	-10	.	0	-8	-3	.	.	7
7	NCCCC[C@@H]1NC(=O)c2cc([N+](=O)[O-])cc(I)c2SC[C@@H](C(=O)NCC(N)=O)NC(=O)CNC1=O	-1	.	.	-7	-6	.	1	-2

# (more compounds)
9: C[C@@H]1CN([C@@H](C)CO)C(=O)Cc2cc(NS(=O)(=O)c3ccccc3)ccc2O[C@H]1CN(C)Cc1ccc(Cl)c(Cl)c1
10: N/C(=N\OC(=O)c1ccco1)c1ccccc1
11: CN(C)C(=O)C1C2NC(=S)N(c3cccc(Cl)c3)C1(C)Oc1ccc(Cl)cc12 (stereo not drawn)
12: COc1ccc(Nc2nc3c(C)cccn3c(=O)c2C=O)cc1
13: COc1cccc(CC(=O)N2CCCC(CO)(Cc3ccc(F)cc3F)C2)c1 (stereo not drawn)
14: Cc1ccccc1N1CCN(C2CCCN(C(=O)CCc3c(C)noc3C)C2)CC1 (stereo not drawn)
15: CCOC(=O)c1cccc(C2=CC(=O)C[C@H](c3ccc(OC)cc3)C2)c1
16: C[C@H](CO)N1C[C@H](C)[C@H](CN(C)C(=O)c2cnccn2)Oc2ncc(C#CCC3CCCC3)cc2C1=O
Assay by compound	9	10	11	12	13	14	15	16
Cneo AK release	9	-1	-2	0	1	5	0	0
GSIS activator	-25	.	-11	3	-37	-1	.	16
FN deposition inh	2	-5	.	1	4	-5	.	-6
miR122 inh	-12[16.7 µM]	-5	.	.	3	.	4	17[16.7 µM]
C2C12 statin	-34	3	.	-6	5	2	-8	13
F508del corr	-1.3	.	2.0	-2.6	1.1	-2.0	.	-0.2
PGC1a acetyl inh	8	8	-9	.	.	.	-12	-6
PglD inh	1	-3	-3	0	-1	-2	6	2

# One compound at a time, as listed above. Order of screens: Cneo AK release	GSIS activator	FN deposition inh	miR122 inh	C2C12 statin	F508del corr	PGC1a acetyl inh	PglD inh
# `N/C(=N\OC(=O)c1ccco1)c1ccccc1` in the list: -1	.	-5	-5	3	.	8	-3
# `COc1ccc(Nc2nc3c(C)cccn3c(=O)c2C=O)cc1` in the list: 0	3	1	.	-6	-2.6	.	0
# `CN(C)C(=O)C1C2NC(=S)N(c3cccc(Cl)c3)C1(C)Oc1ccc(Cl)cc12` (stereo not drawn) in the list: -2	-11	.	.	.	2.0	-9	-3

# The list continues.
17: CN(C)C(=O)c1ccc(-c2ccc([C@@H]3[C@H](C#N)N(S(C)(=O)=O)[C@H]3CO)cc2)cc1
18: CC(C)NC(=O)Nc1cccc2c1O[C@@H](CN(C)S(=O)(=O)c1ccc(F)cc1)[C@H](C)CN([C@@H](C)CO)C2=O
19: COc1ccc(N(CC(=O)NCCOc2ccccc2)S(=O)(=O)c2ccc(C)cc2)cc1
20: C[C@@H]1CCCCO[C@@H](CN(C)S(=O)(=O)c2cn(C)cn2)[C@@H](C)CN([C@H](C)CO)C(=O)c2cc(N(C)C)ccc2O1
21: O=C(CC[C@H]1O[C@@H](n2cnc3c(NC(=O)c4ccccc4)ncnc32)[C@H](O)[C@@H]1O)NCc1nc2ccccc2[nH]1
22: COc1cc(-c2c(-c3cccc(C)c3)oc3ccccc23)cc(OC)c1OC
23: CCN1CCC2(CC1)C(C#N)=C(N)Oc1c2sc2nc(C)cc(C)c12
24: CCOC(=O)c1cnc(C(C)(C)C)[nH]c1=O
Assay by compound	17	18	19	20	21	22	23	24
Cneo AK release	3	-4	0	1&48&1	-2	0	2	1
GSIS activator	-5	4	-40	23&14	-4	-1	.	.
FN deposition inh	10	-5	-1	-4&-3	-13	-20	.	.
miR122 inh	.	15[16.7 µM]	-13	-8	4	-2	0	2
C2C12 statin	-7	-5	6	-4&-9	-1	11	.	-2
F508del corr	1.4	3.5	4.2	-2.4&-0.2&3.3	3.7	-6.7	.	.
PGC1a acetyl inh	-1	20	18	-9&1&1	7	-8	-5	3
PglD inh	1	1	2	-2&1&1	0	-2	-5	-2

25: COc1ccc(S(=O)(=O)N(C)C[C@H]2Oc3ccc(NS(=O)(=O)c4c(C)noc4C)cc3CC(=O)N([C@H](C)CO)C[C@@H]2C)cc1
26: Cc1cc(/C=C2\NC(=S)N(C)C2=O)ccc1N1CCCC1
27: COc1cccc(-c2ccc3c(c2)O[C@H](CN(C)C)[C@@H](C)CN([C@H](C)CO)S3(=O)=O)c1
28: C=CCN(c1ccccc1)S(=O)(=O)c1cccc(C(=O)N2CCCC2)c1
29: O=C(O)C[C@H]1C[C@H]2c3cc(NC(=O)c4ccc5c(c4)OCO5)ccc3O[C@H]2[C@@H](CO)O1
30: Cc1c(Cl)cccc1NC(=O)COC(=O)Cc1ccsc1
31: CC(C)C[C@H]1CNC(=S)N1CC1CCCN1C[C@H](Cc1ccccc1)N1C[C@H](Cc2ccccc2)N(CC2CCCCC2)C1=S (stereo partly drawn)
32: CC1(C(=O)NS(=O)(=O)c2cccc(OC(F)F)c2)CCN1C(=O)c1ccccc1 (stereo not drawn)
Assay by compound	25	26	27	28	29	30	31	32
Cneo AK release	-1	2	0	1	-2	-1	3	1
GSIS activator	21	8	5	-9	1	0	0	-7
FN deposition inh	.	-25	.	3	-15	0	.	-5
miR122 inh	-4[16.7 µM]	-21	7[16.7 µM]	14	0[16.7 µM]	.	-1	1
C2C12 statin	8	-8	-14	7	-2	6	6	5
F508del corr	-0.7	.	-1.2	1.3	0.5	0.6	3.0	2.7
PGC1a acetyl inh	1	-1	-5	-3	-5	-7	-5	2
PglD inh	6	-2	-4	-3	0	2	3	3

33: CCN1/C(=C/c2ccc3cc(C)ccc3[n+]2C)Sc2ccc3sccc3c21
34: COc1ccc(OC)c(S(=O)(=O)N2CCN(C(=O)c3cc(C4CC4)nn3-c3ccccc3)CC2)c1
35: CC(C)NC(=O)Nc1ccc2c(c1)C(=O)N([C@@H](C)CO)C[C@@H](C)[C@H](CN(C)C(=O)Nc1ccc(F)cc1)O2
36: COc1ccccc1NC(=O)N[C@H]1C=C[C@@H](CC(=O)N2CCC(Cc3ccccc3)CC2)O[C@@H]1CO
37: CC(C)N(C(=O)CSc1nc2c([nH]1)c(=O)n(C)c(=O)n2C)c1ccccc1
38: CCOC(=O)c1c(S(=O)(=O)NCC(=O)NCc2cccc(C)c2)c(C)n(C)c1C
39: CCNC(=O)c1cc2c(c(-c3cccc(-c4ccccc4F)c3)n1)[C@H](CCO)N(C(=O)CC1CC1)C2
40: Cn1c[n+](C)cc1/C=N/O
Assay by compound	33	34	35	36	37	38	39	40
Cneo AK release	-2	1	-10	11	-1	-1	.	3
GSIS activator	-36	-22	-1	-17	-7	19	-16	.
FN deposition inh	-3	4	7	-5	-1	3	13	5
miR122 inh	-18	-1	3[16.7 µM]	-5[16.7 µM]	0	-1	.	0
C2C12 statin	-139	11	-11	25	0	10	.	-5
F508del corr	1.0	1.2	0.8	-1.0	-1.3	-1.3	-1.6	.
PGC1a acetyl inh	33	1	2	-11	10	-6	-2	-3
PglD inh	-1	3	-2	-1	10	2	.	-4

41: COc1cc(C(=O)Nc2ccc(S(=O)(=O)N3CCCCC3)cc2)ccc1OCC(=O)N1CCOCC1
42: CN(CCOc1ccccc1)CC(=O)Nc1ccc([N+](=O)[O-])cc1Cl
43: Cc1ccc(CNC(=O)CSc2ccc(-c3ccccn3)nn2)cc1
44: O=C(NCCNC(=O)C1CC2CCC1C2)C1CC2CCC1C2 (stereo not drawn)
45: O=C1c2ccccc2C(=O)N1CCCc1nc(-c2ccccn2)no1
46: O=C(Cc1ccon1)c1ccc(O)cc1O
47: O=C1c2ccc(Cl)cc2S(=O)(=O)c2cccc(C(=O)N3CCC(Cc4ccccc4)CC3)c21
48: CCOc1ccc(NC(=O)CNS(=O)(=O)c2c(C)cc(C)cc2C)cc1
Assay by compound	41	42	43	44	45	46	47	48
Cneo AK release	-4	.	.	-2	-2	12	0	-2
GSIS activator	-12	28	18	.	.	11	-7	-23
FN deposition inh	-1	3	-5	-1	-3	-3	8	3
miR122 inh	.	.	.	2	-4	0	0	0
C2C12 statin	4	.	.	-14	7	0	4	-1
F508del corr	-3.5	1.6	0.3	.	.	3.5	5.5	-0.7
PGC1a acetyl inh	.	5	14	-30	4	-1	12	7
PglD inh	-2	.	.	5	-7	1	-5	2

49: COc1cc2ccccc2cc1C(=O)Nc1ccc(N2CCN(C)CC2)cc1
50: O=C(N1CCOCC1)N1c2ccccc2Sc2ccccc21
51: O=C(Nc1cccc2nsnc12)c1cccs1
52: CCOc1ccccc1N1CCN(C(=O)c2cc(-c3cccnc3)nc3c(Cl)cccc23)CC1
53: COc1cccc(CN2[C@@H]3CNC[C@H]2C3c2ccc(-c3ccccc3C)cc2)c1 (stereo partly drawn)
54: COc1cccc(S(=O)(=O)Nc2ccc3c(c2)OC[C@H](C)N(C(=O)Cc2cccnc2)C[C@H](C)[C@H](OC)CN(C)C3=O)c1
55: C[C@@H]1CN([C@@H](C)CO)S(=O)(=O)c2ccc(C#Cc3ccccc3)cc2O[C@H]1CN(C)C(=O)c1ccccn1
Assay by compound	49	50	51	52	53	54	55
Cneo AK release	.	2	-1&2	5	.	-1	-1
GSIS activator	5	.	23&24	.	-5&12	26	-9
FN deposition inh	-2	.	-4&-10	.	7&1	10	11
miR122 inh	-9	.	4&10	1	.	13[16.7 µM]	4[16.7 µM]
C2C12 statin	-7	56	-5&53	-25	.	9	-15
F508del corr	.	.	.	.	-0.6&0.0	-1.7	2.9
PGC1a acetyl inh	-7	-4	13&14	0	13&-3	3	-11
PglD inh	1	1	3&1	5	.	4	1

# Bioassay records as filed in PubChem.
